NCOA3 inh: inhibitors of human steroid receptor coactivator 3 (SRC3); HEK293 GAL4-SRC3 luciferase reporter, luminescence; Q9Y6Q9; hit rate 0.17% among 360,000; inhibition, % at 3.6 µM;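 active = inhibition above a per-campaign cutoff, the mean of all compounds plus 3 SD, cut at about 60% in these data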;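 also: 0% = DMSO-treated cells and 100% = gossypol-treated cells at 36 µM; higher means less SRC3-driven luciferase light from the GAL4 reporter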
TROY signal inh: TROY signaling inhibition; Q293 LMP1-TROYcd NF-kB luciferase reporter, 4 h; hit rate 0.98% among 360,000; inhibition, % at 10 µM; AID 1347056;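 active = compounds whose plate-normalised and pattern-corrected inhibition of the luciferase reporter signal at the single screening dose is 50% or more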
Vif imaging: inhibitors of HIV Vif; HEK293T cells, Vif self-association by quenched fluorescence, imaging, 24 h; hit rate 0.35% among 340,000; inhibition, % at 7.49 µM; in the data active = inhibition above about 50%, passing the limit was not always enough; also: some results filed as inactive read as strong as hits
SRC2 inh: inhibits human steroid receptor coactivator 2; HEK293 GAL4-SRC2 luciferase reporter, luminescence; AID 651957; inhibition, % at 9 µM; hit rate 0.17% among 370,000;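 active = inhibition above the mean inhibition of all tested compounds plus 3 SD, set per campaign, cut at about 52% in these data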;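 also: 0% = DMSO treated cells and 100% = cells given Gossypol at 36 µM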
C8 TRAIL sens: caspase-8 TRAIL sensitization; hit rate 1% among 360,000; inhibition (viability loss, TRAIL sensitization), % at 10 µM; AID 624354; NB7+C8 cells + TRAIL, ATPlite viability luminescence;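 active = compounds causing at least 50% loss of cell viability in the single-dose screen, relative to plate controls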
LRH-1 inv ag: suppresses constitutive activity of human LRH-1; O00482; HEK293T StAR-luciferase reporter, LRH-1 transfected, 24 h; inhibition, % at 3.6 µM; hit rate 0.13% among 360,000;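 active = inhibition above the mean inhibition of all tested compounds plus 3 SD, cut at about 73% in these data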;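 also: 0% = DMSO wells and 100% = reporter-only cells lacking LRH-1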
TLR9-MyD88 block: blocks human TLR9 binding to MyD88. Q9NR96+Q99836. inhibition, % at 4.98 µM. CHO BLA complementation TLR9-MyD88, CCF4 FRET ratio. hit rate 0.21% among 340,000;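 active = inhibition above the mean over all tested compounds plus 3 SD, cut at about 21% in these data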;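 also: 0% = DMSO only wells and 100% = clavulanate BLA inhibitor control wells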
Target sequence (Q99836 whole entry, looked up): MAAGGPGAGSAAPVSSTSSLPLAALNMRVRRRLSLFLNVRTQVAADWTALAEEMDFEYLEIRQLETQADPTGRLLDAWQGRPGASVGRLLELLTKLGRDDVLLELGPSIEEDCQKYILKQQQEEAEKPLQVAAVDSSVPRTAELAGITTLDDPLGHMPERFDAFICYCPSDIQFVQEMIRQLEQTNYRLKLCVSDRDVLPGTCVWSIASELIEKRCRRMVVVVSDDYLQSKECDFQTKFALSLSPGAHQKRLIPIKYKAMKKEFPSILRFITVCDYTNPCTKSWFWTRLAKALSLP
Target sequence (Q9NR96 whole entry, looked up): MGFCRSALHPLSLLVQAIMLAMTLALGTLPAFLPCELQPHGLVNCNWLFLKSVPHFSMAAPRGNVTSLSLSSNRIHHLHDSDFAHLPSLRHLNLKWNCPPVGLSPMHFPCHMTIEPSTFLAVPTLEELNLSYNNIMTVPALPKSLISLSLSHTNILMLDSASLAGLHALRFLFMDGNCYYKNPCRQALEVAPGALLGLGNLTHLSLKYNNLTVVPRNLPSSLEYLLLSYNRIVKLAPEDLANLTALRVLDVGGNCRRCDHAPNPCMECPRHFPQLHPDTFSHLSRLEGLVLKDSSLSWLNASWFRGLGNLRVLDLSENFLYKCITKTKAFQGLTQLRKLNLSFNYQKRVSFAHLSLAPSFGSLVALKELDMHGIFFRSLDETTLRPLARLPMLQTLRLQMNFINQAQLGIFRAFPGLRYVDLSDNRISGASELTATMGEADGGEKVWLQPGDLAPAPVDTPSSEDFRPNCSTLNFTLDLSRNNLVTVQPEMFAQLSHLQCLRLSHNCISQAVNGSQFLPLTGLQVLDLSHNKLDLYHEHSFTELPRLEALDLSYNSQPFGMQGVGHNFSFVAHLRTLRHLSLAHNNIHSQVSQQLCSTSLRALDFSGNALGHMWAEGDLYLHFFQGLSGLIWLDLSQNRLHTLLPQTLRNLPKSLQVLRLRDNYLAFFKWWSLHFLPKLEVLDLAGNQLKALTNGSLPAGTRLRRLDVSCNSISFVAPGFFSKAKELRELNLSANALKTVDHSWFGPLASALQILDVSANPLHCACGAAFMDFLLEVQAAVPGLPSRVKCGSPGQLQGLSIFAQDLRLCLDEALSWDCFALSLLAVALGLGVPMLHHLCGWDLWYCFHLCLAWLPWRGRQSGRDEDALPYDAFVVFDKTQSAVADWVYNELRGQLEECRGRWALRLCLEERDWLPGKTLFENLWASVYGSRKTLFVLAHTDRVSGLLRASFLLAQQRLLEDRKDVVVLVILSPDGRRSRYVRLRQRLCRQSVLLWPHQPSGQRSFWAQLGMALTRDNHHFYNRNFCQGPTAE
EBV LMP1 NFkB: Epstein-Barr LMP1 NF-kappaB reporter inhibition; LMP1-induced NF-kappaB luciferase reporter cells, luminescence; inhibition, % at 12.5 µM; hit rate 0.69% among 350,000; in the data active = inhibition above about 41%;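 also: 0% = neutral control wells and 100% = reference inhibitor control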
COUP-TFII inh: inhibitors of human COUP-TFII (NR2F2); hit rate 0.7% among 370,000; HEK293T NGFI-A luciferase reporter, luminescence; inhibition, % at 8.6 µM;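 active = inhibition above a per-plate cutoff, mean inhibition of test wells between control levels plus 3 SD, cut at about 38% in these data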;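 also: cells cotransfected with COUP-TFII expression vector driving the NGFI-A reporter; 0% = median of COUP-TF2 test wells and 100% = reporter-only cells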
SRC1 inh: inhibitors of human steroid receptor coactivator 1 (SRC1); HEK293 GAL4-SRC1 luciferase reporter, luminescence; hit rate 0.12% among 360,000; inhibition, % at 3.6 µM;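 active = inhibition above the campaign mean plus 3 SD, with each screening campaign given its own cutoff, cut at about 60% in these data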;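 also: 0% = DMSO treated cells and 100% = gossypol at 36 µM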
NOD2-RIPK2 inh: NOD2-RIPK2 protein interaction inhibition; hit rate 0.38% among 360,000; CHO BLA complementation NOD2-RIPK2, CCF4 ratio; O43353; AID 624267; inhibition, % at 4.98 µM; in the data active = inhibition above about 21%;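 also: 0% = vehicle only and 100% = reference blocker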
Numbers without * were called inactive; x = no result given; & = joins results of further samples. An excerpt; count on the stated rates, not on these rows.

The line under a structure holds: NCOA3 inh | TROY signal inh | Vif imaging | SRC2 inh | C8 TRAIL sens | LRH-1 inv ag | TLR9-MyD88 block | EBV LMP1 NFkB | COUP-TFII inh | SRC1 inh | NOD2-RIPK2 inh
O=C1C2C3C=CC(C2C(=O)N1c1ccccc1O)C1C2C(=O)N(c4ccccc4O)C(=O)C2C31 (centres undefined)
 : 11.3 | 5.7 | 32.7 | -8.1 | 2.8 | 16.9 | -0.1 | -2.2 | 13.6 | -5.5 | -6.4
COc1cccc(-c2csc(N3CCN(C(=O)Nc4ccccc4Cl)CC3)n2)c1
 : -12.6 | 13.0 | 2.5 | -39.8 | -0.3 | -0.6 | 0.9 | -7.5 | -2.4 | -8.7 | 2.0
O=C(CSCc1ccccc1)Nc1nccs1
 : -22.6 | -8.8 | 13.1 | 0.7 | -12.5 | -0.4 | 9.4 | -7.9 | -5.8 | -5.2 | -5.0
COc1ccc([N+](=O)[O-])cc1NC(=O)C(C)N1CCN(C(=O)c2ccco2)CC1 (centres undefined)
 : 6.4 | 8.1 | 1.8 | -10.7 | -3.6 | -8.1 | -4.4 | 6.7 | 3.0 | -35.9 | -5.3
O=C(CCNC(=O)c1ccc([N+](=O)[O-])cc1)Nc1cc(C(F)(F)F)ccc1N1CCOCC1
 : -3.1 | 2.0 | -3.9 | -3.8 | -14.2 | 21.2 | 6.4 | -0.7 | 9.7 | 1.8 | 2.1
Cc1ccc(NC(=O)N2CCc3ccccc3C2)cc1
 : -76.7 | -43.6 | -4.7 | -63.2 | 15.6 | -137.3 | 0.7 | -36.3 | -47.9 | -95.5 | -2.3
CC(O)Cn1c(N2CCCC2)nc2c1c(=O)[nH]c(=O)n2C (centres undefined)
 : 16.6 | -12.8 | -3.2 | 17.6 | 0.3 | -13.9 | -6.9 | -4.9 | 9.0 | -17.1 | -5.9
COc1cc(S(=O)(=O)N2CCN(C(=O)c3ccccc3F)CC2)c(OC)cc1NC(C)=O
 : 6.1 | 10.6 | 3.3 | -0.2 | -15.2 | -15.6 | -0.6 | 10.9 | 8.1 | 2.3 | -6.8
O=C(c1cc2ccccc2cc1O)N1CCN(c2ccc([N+](=O)[O-])cc2)CC1
 : -13.4 | -0.1 | -5.0 | 5.8 | -3.4 | -0.5 | 2.6 | 4.1 | 19.1 | -15.6 | 3.2
Nc1nnc(SCC(=O)NCCOc2ccccc2)s1
 : 9.5 | -22.2 | -2.2 | 0.5 | 2.9 | -6.8 | -3.6 | -6.8 | 11.6 | 0.3 | 5.0
CC(=O)N1CCSc2ccc(S(=O)(=O)Nc3ccc(C)cc3)cc21
 : 11.8 | 14.7 | -2.7 | -9.2 | -2.2 | 14.2 | -6.6 | 3.0 | 13.6 | 6.0 | -9.4
COc1ccc(C(=O)NCCc2ccc(Cl)cc2)cc1S(=O)(=O)N1CCCCC1C (centres undefined)
 : 3.5 | 23.1 | 19.3 | -6.9 | 19.0 | 5.7 | 4.5 | 9.2 | 21.1 | 0.1 | -0.3
CC(C)C(NC(=O)c1ccccc1NC(=O)c1ccco1)C(=O)O (centres undefined)
 : 0.7 | 11.9 | -15.1 | -6.0 | 3.1 | -2.5 | -8.7 | -3.6 | 9.3 | 16.6 | -16.3
Cc1cc(C)cc(C(=O)NC(CC(N)=O)c2ccc(NCC3CC3)c([N+](=O)[O-])c2)c1 (centres undefined)
 : -52.5 | 2.2 | -0.4 | -13.6 | 4.2 | -8.7 | -4.2 | 11.9 | -6.8 | -3.3 | 6.7
COc1ccc(N2CCN(c3oc(-c4ccccc4OC)nc3C#N)CC2)cc1
 : -16.4 | 12.7 | -3.1 | x | 4.2 | 6.1 | -8.9 | 2.0 | x | 7.7 | -0.3
CCCNC(=O)c1ccc(N2CCC3(CC2)CC(c2cccc(Br)c2)=NO3)c(NC(=O)c2ccc(Br)cc2)c1
 : 1.4 | 10.8 | 2.6 | -8.1 | -7.5 | 20.1 | 7.9 | 1.7 | -5.2 | 7.9 | -11.8
Cc1ccc(-c2noc(CC(=O)c3ccc([N+](=O)[O-])cc3)n2)cc1
 : 0.9 | 10.1 | -9.6 | 22.1 | 3.3 | 7.2 | 1.1 | -1.9 | -14.6 | -9.5 | -0.7
O=C(Nc1ncccc1O)c1cccc(S(=O)(=O)NCc2ccccc2)c1
 : -3.1 | 6.6 | 11.3 | 2.7 | 8.3 | -12.2 | 0.1 | 4.7 | 5.2 | -4.8 | 1.2
C[C@H]1CN([C@@H](C)CO)C(=O)c2cc(Br)cnc2O[C@H]1CN(C)C(=O)C1CC1
 : 6.3 | -2.4 | -16.2 | 14.8 | 6.5 | 11.5 | 5.4 | -7.7 | -1.4 | 8.5 | -8.4
CCOc1ccc(C(=O)NC2CC(C)(C)NC(C)(C)C2)cc1
 : 2.8 | 1.5 | 7.2 | -7.7 | 9.6 | 13.8 | -1.1 | -8.0 | 10.6 | -22.0 | -11.5
CCOc1ccccc1C(=O)N(Cc1sccc1C)C1CCS(=O)(=O)C1 (centres undefined)
 : 0.1 | -1.2 | x | -22.1 | -10.5 | 15.5 | -4.8 | -6.3 | -7.0 | -10.7 | 6.3
COCCCNC(=O)c1cccc2c(-c3ccc(OC)cc3C)coc12
 : -21.4 | 9.9 | -40.9 | 13.3 | 2.1 | 0.9 | x | x | 18.4 | 0.1 | 7.4
CCOc1ccccc1C(=O)N1CCC(n2nnc3cc(C)ccc32)CC1
 : -28.4 | 17.2 | -7.3 | 11.7 | -11.0 | 16.1 | 6.4 | 7.4 | 15.4 | -0.4 | 1.6
CCOCCCNC(=O)C(C)NS(=O)(=O)c1ccc(C)cc1 (centres undefined)
 : 7.7 | -2.9 | x | -13.6 | 16.7 | -2.3 | -12.0 | -0.2 | 8.3 | -19.8 | -0.4
COCCn1c(-c2cccc([N+](=O)[O-])c2)nc2c1c(=O)[nH]c(=O)n2Cc1ccccc1
 : -4.4 | -4.8 | 0.1 | 5.7 | -5.5 | 9.1 | -5.0 | 8.1 | 4.9 | -9.7 | 4.0
CC(/C=C1\SC(=Nc2cccnc2)NC1=O)=C\c1ccccc1
 : 13.1 | 12.0 | 16.9 | 0.2 | 15.5 | 7.3 | 6.7 | -0.1 | -9.9 | -1.9 | -1.9
Cc1ccc(OCC(=O)N2N=C(c3cccnc3)CC2(O)C(F)(F)F)cc1C (centres undefined)
 : -7.9 | -21.5 | 1.4 | -5.2 | -14.1 | 6.6 | -6.0 | -0.6 | 5.2 | 0.1 | -4.5
Cc1ccc(C(=O)c2ccccc2C(=O)OCC(=O)NC(C)(C)C)cc1
 : 12.0 | -5.5 | -4.3 | -15.2 | -10.7 | 12.8 | -1.3 | -23.2 | -10.7 | 5.6 | -1.3
CCOC(=O)C1CCN(C(=O)CNS(=O)(=O)c2cccs2)CC1
 : -1.2 | -3.6 | 8.6 | -9.5 | 7.6 | -2.9 | -12.8 | 6.4 | -16.2 | -5.3 | -6.2
Cc1ccc(NS(=O)(=O)c2cc(C(=O)N3CCN(C)CC3)ccc2C)cc1
 : 4.8 | 5.0 | 33.8 | -18.6 | 0.9 | 7.3 | 3.5 | 6.3 | 0.4 | 12.1 | -4.8
CSc1ccc(CN2CCC(C(=O)NCc3ccc(C)cc3)CC2)cc1
 : -2.9 | -14.3 | -5.3 | 10.2 | 6.8 | -10.0 | 8.6 | 2.0 | 10.1 | 5.5 | -10.5
Clc1cc2c(c(Cn3cnc4ccccc43)c1)OCOC2
 : 15.0 | 15.4 | -24.6 | -13.6 | 4.0 | -6.6 | 2.8 | 0.5 | -1.3 | -2.9 | 4.0
Cc1c(C)c2cc3c(C)coc3cc2oc1=O
 : 0.5 | -12.7 | -22.9 | -13.4 | 4.8 | -6.2 | 9.7 | -17.9 | -11.1 | 1.9 | 6.9
COc1ccc(CN2CCCCC2C(=O)Nc2ccc(OC)c(OCC(C)C)c2)cc1OC (centres undefined)
 : -6.4 | -6.1 | -6.5&-5.2 | -40.9 | 15.0 | 24.5 | 5.3 | 5.6 | -11.2 | -7.4 | -9.4
Cc1cc(C)n(CC(=O)N/N=C/c2ccc3c(c2)OCO3)n1
 : -11.8 | -34.9 | 13.3 | 2.6 | -0.8 | -11.2 | 5.2 | -5.8 | -7.8 | 4.8 | -14.8
CC1(CCC#N)N=C(SCCC#N)N(c2ccccc2)C1=O (centres undefined)
 : 2.4 | 7.1 | 6.7 | 16.0 | 0.8 | -16.9 | -2.4 | 0.6 | 0.0 | 9.9 | -6.6
S=c1[nH]c2cc3c(cc2[nH]1)OCCO3
 : 15.7 | -7.0 | 3.3 | 16.2 | 3.3 | 9.4 | 1.1 | -7.6 | -12.5 | 1.0 | -3.4
COC(=O)C1C(c2ccc(OC)cc2)NC(=O)NC1(O)C(F)(F)Cl (centres undefined)
 : 5.2 | -1.1 | -2.7 | 18.1 | -10.2 | 6.4 | -1.9 | -9.6 | 13.5 | -16.9 | -1.5
CCOc1ccc(CCNC(=O)CCc2nnc3ccc(N4CCCCC4)nn23)cc1OCC
 : 8.4 | -0.1 | 9.1 | 6.6 | 1.4 | 18.3 | -1.3 | 3.8 | -1.1 | 4.2 | -11.0
CCOC(=O)c1c(C)n(C)c2cc([N+](=O)[O-])c(O)c([N+](=O)[O-])c12
 : 16.9 | 8.7 | 19.0 | 4.8 | 0.1 | -5.3 | -0.2 | 7.9 | 19.1 | -5.0 | 1.5
O=C1CN(C(=O)CNC(=O)c2ccc(Cl)cc2Cl)CCN1
 : -12.2 | 12.9 | 24.7 | -1.4 | -7.7 | 5.0 | 1.1 | -6.7 | 3.6 | -10.1 | -4.2
CCC1(C)COC(c2ccc(OC)c(OC)c2)OC1 (centres undefined)
 : -16.7 | -2.3 | -4.4 | -16.8 | 3.1 | 0.0 | 6.4 | 3.1 | 3.1 | 0.8 | -3.2
NS(=O)(=O)c1ccc(Nc2ccc3cc(S(=O)(=O)N4CCCCC4)ccc3n2)cc1
 : -5.6 | 19.4 | 2.4 | 4.2 | -13.0 | -8.3 | -6.0 | -0.7 | -1.1 | 7.6 | -3.0
O=C(NCc1ccccc1)c1cccc(NC(=O)c2ccco2)c1
 : 41.4 | 12.3 | 2.6 | 7.6 | 8.1 | 47.2 | -3.4 | 4.4 | -8.3 | 36.5 | -7.2
Cc1ccc(Sc2nc3c(c(=O)[nH]c(=O)n3C)n2CCc2ccccc2)cc1
 : 8.8 | 13.7 | x | -10.2 | -6.8 | -4.4 | 3.8 | -0.2 | -10.6 | 0.3 | -2.9
O=C(NCC(=O)N(Cc1cccs1)C(C(=O)NC1CCCC1)c1ccncc1)c1ccco1 (centres undefined)
 : -0.2 | 4.2 | 15.0 | -10.8 | -14.2 | 7.3 | 6.8 | -7.1 | -6.2 | 9.1 | -18.2
CCCCOC(=O)C(C)c1c(C)[nH]c(=S)[nH]c1=O (centres undefined)
 : 8.3 | -6.5 | x | -1.8 | 23.3 | -10.4 | -12.8 | 4.0 | 9.2 | -4.5 | 2.5

High-throughput results (PubChem BioAssay)
